Screens (PubChem)
rTrxR1 inhibitor: rat TrxR1 inhibition. recombinant rTrxR1, NADPH fluorescence consumption, selenite substrate. Potency, µM (doses to about 114 µM), for inactives: at the highest dose activity change, negative = inhibition, hits mostly inhibitors. 390,000 tested, 1% active; also: potency is read from the fitted curve at half-maximal effect; % is scaled to controls: 0 for no effect and ±100 for the full control effect; nearly all actives have a fitted effect of over 65% in size
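Rat TrxR1 (90 nM in the dispensed reagent) was pre-reduced with 400 uM NADPH for 5 min at room temperature, then incubated with compound for 15 min. After 400 uM selenite was added, NADPH fluorescence (Ex 340/Em 450 nm) was followed for 8 min.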
USP1-UAF1 inh: USP1/UAF1 (human) deubiquitinase inhibition; recombinant USP1/UAF1, Ub-Rhodamine cleavage fluorescence; Potency, µM (titrated, usually from 57.1 µM), inactives show at the highest dose activity change, negative = inhibition, most hits filed as inhibitors; 390,000 tested, 0.23% active; also: potency is read from the fitted curve at half-maximal effect; % is scaled to controls: 0 for no effect and ±100 for the full control effect; nearly all actives have a fitted effect of over 60% in size; inactives centre near -12
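High-throughput fluorogenic screen: 1nM USP1/UAF1 complex, Ub-Rho substrate 150nM final, 50mM HEPES pH 7.8 with 0.5mM EDTA, 0.1 mg/ml BSA, 1mM TCEP and 0.01% Tween-20.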
IDH1 R132H inh: inhibitors of human mutant IDH1 R132H; IDH1-R132H enzyme, NADPH consumption, diaphorase/resazurin fluorescence; 390,000 tested, 0.093% active; AID 602179; Potency, µM (doses to about 76.6 µM), without a hit: top-dose activity change, negative = inhibition, usual class: inhibitors; O75874; also: potency is read from the fitted curve at half-maximal effect; % is scaled to controls: 0 for no effect and ±100 for the full control effect; nearly all actives have a fitted effect of over 65% in size
Target sequence (O75874 whole entry R132H, stated change not applied): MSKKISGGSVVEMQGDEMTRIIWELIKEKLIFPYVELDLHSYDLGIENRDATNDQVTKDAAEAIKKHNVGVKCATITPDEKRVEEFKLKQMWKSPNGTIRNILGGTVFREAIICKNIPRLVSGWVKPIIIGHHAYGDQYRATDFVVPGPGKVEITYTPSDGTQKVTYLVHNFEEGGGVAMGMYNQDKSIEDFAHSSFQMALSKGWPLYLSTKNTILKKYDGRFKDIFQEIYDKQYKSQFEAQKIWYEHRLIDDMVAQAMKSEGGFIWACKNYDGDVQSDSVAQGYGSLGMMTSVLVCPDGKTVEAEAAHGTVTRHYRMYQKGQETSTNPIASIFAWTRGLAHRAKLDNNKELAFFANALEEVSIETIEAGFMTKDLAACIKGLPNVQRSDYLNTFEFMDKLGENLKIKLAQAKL
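IDH1-R132H (0.5 ug/mL dispensed) in pH 7.5 Tris buffer was preincubated 30 min with compound, then given a substrate mix of 0.016 mM NADPH and 2 mM alpha-KG for 80 min at room temperature; remaining NADPH was read by diaphorase/resazurin fluorescence.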
TRHR PAM: allosteric enhancers of human TRH receptor. AID 493056. P34981. 360,000 tested, 0.66% active. TRHR cells, fluo-8 calcium fluorescence, EC20 TRH enhancement. enhancement, % at 2 µM; in the data active = enhancement above about 30%; also: 0% is about no effect
Target sequence (P34981 whole entry, looked up): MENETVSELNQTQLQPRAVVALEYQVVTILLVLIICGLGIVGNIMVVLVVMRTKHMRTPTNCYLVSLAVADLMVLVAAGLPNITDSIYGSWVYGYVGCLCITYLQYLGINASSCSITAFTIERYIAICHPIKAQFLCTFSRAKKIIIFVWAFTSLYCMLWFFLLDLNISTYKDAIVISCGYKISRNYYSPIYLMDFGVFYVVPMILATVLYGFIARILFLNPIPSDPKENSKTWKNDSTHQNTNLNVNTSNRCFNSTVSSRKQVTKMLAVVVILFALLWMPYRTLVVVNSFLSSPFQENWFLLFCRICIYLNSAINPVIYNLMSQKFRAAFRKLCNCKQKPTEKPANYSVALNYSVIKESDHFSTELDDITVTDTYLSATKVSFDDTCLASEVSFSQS
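Enhancer read-out: after compound pinning and an initial kinetic agonist-mode read, an EC20 of TRH (10 nM final) was injected and fluo-8 calcium signal (Ex 480/Em 530) followed at 1 s/cycle for 100 cycles in TRHR-expressing cells.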
TRHR agonist: agonists of human TRH receptor; activation, % at 2 µM; 360,000 tested, 0.18% active; P34981; TRHR cells, calcium flux fluo-8, FDSS agonist mode; in the data active = activation above about 30%; also: 0% is about no effect
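Fluo-8-loaded TRHR cells; 10 s baseline, compound added, kinetic Ca2+ fluorescence read 1/s, agonist mode.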
Pin1 inhibitor: human Pin1 inhibition; Pin1 FP peptide displacement, HiFluor488, 10 min; 390,000 tested, 0.009% active; Q13526; Potency, µM (series often up to 115 µM), for the others: at the highest dose activity, negative = inhibition, most hits filed as inhibitors; active = well fitted inhibition curve with a large enough effect in the polarisation, with a control signal flat, not every such curve was filed as active; inconclusive = small, poorly fitted or top-dose-only effect, or effect the other way, or a change in a side signal; inactive = no such curve, though single readings can be large or run the other way; the % refers to the polarisation; also: potency is read from the fitted curve at half-maximal effect; % is scaled to controls: 0 for no effect and ±100 for the full control effect
Target sequence (Q13526 whole entry, looked up): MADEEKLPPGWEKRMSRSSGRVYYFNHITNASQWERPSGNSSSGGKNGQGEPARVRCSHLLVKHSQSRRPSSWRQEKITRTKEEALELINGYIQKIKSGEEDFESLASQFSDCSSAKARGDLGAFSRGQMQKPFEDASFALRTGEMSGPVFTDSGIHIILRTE
D2 agonist: D2 dopamine receptor (human) agonism; P14416; HEK293 T-REx D2 cells, calcium flux agonist mode; activation, % at 2 µM; 340,000 tested, 0.53% active; AID 485358;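 active = activation over 3 SD above normal in the single-dose calcium agonist read, cut at about 30% in these data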; also: 0% is about no effect
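Agonism scored from kinetic calcium signal (1 read/sec, 180 s) following compound pin transfer, after a 10 s baseline. Cells: HEK293 Trex line expressing inducible D2 receptor coupled to calcium, dye-loaded after overnight culture at 30 C.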
D2 antag: D2 dopamine receptor (human) antagonism; HEK293 TREx D2 cells, calcium flux, dopamine EC80; inhibition, % at 10 µM; P14416; 340,000 tested, 2% active; in the data active = inhibition above about 30%; also: 0% is about no effect
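HEK293 T-REx D2 cells, tet-induced, calcium dye no-wash. Cpd pintool add, 180 s kinetic, then EC80 DA, 180 s kinetic. Ca flux read.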
TrxR1 substrate: is turned over as a substrate by rat TrxR1. purified TrxR1 substrate turnover, NADPH consumption readout. O89049. AID 588456. 390,000 tested, 0.01% active. Potency, µM (highest dose often 114 µM), for inactives: at the highest dose activity change, negative = substrate turnover; also: potency is read from the fitted curve at half-maximal effect; % is scaled to controls: 0 for no effect and ±100 for the full control effect; nearly all actives have a fitted effect of over 50% in size
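Rat TrxR1, dispensed at 90 nM, was prereduced with 400 uM NADPH (final) for 5 min at ~22 deg C, then incubated with compound 15 min before 400 uM selenite. A first-read NADPH fluorescence drop versus no-compound background flagged substrates.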
* = called active by the depositor; ? = inconclusive; . = not tested or not shown; [ ] = dose if it differs, or a comment. Unless noted, calls follow the shape of the dose curve; as a rule, active = well fitted inhibition curve with a large enough effect; inconclusive = small, poorly fitted or top-dose-only effect; inactive = no such curve, though single readings can be large or run the other way.

SMILES	rTrxR1 inhibitor	USP1-UAF1 inh	IDH1 R132H inh	TRHR PAM	TRHR agonist	Pin1 inhibitor	D2 agonist	D2 antag	TrxR1 substrate
O=C(Nc1nc(NC(=O)c2ccco2)n(-c2ccccc2)n1)c1ccccc1	1.2%	-4.9%	0.0%	4.7	1.5	1.5%	4.0	-4.0	-1.8%
CCCCN(C(=O)CN1C(=O)C2CCCCC2C1=O)c1c(N)n(Cc2ccccc2)c(=O)[nH]c1=O (stereo unspecified)	3.6%	-1.6%	-2.2%	4.2	0.0	-12.4%	0.1	9.5	-5.0%
COc1cccc(NC(=O)CN(c2cccc(OC)c2)S(C)(=O)=O)c1	3.9%[57.1 µM]	-21.3%	1.9%	-1.2	-0.2	-2.3%	0.8	38.1*	-2.4%[57.1 µM]
N#CCCN(C(=S)Nc1ccc(S(=O)(=O)N2CCOCC2)cc1)c1ccccc1F	?	0.6%	0.0%	-2.7	0.0	1.3%	0.9	-17.2	-12.9%
CCOc1ccccc1NC(=O)NC1(C(=O)N2CCOCC2)CCCCC1	25.3%	0.4%	4.5%	-8.0	-0.3	-6.4%	0.5	2.0	8.3%
Cn1cccc1/C=N/n1c(-c2ccc(C(C)(C)C)cc2)n[nH]c1=S	-9.7%[57.1 µM]	-15.2%	-0.1%	6.4	-0.2	-6.8%	0.5	0.8	-6.9%
CCc1ccc(N2C(=O)c3ccc4c5c(ccc(c35)C2=O)CC4)cc1	13.8%[57.1 µM]	-8.0%	-0.3%	3.9	0.8	?	0.0	-7.5	13.1%[57.1 µM]
Cc1cc(C)c(C(N)=O)c(SCC(=O)c2ccc(Cl)cc2)n1	17.3%	-7.8%	-2.2%	.	.	-7.9%	.	.	-1.7%
O=C(NNc1cc(Cl)cc(Cl)c1)C1CCC1	8.2%[57.1 µM]	?	4.1%	1.9	0.1	-2.9%	-0.1	-22.7	3.9%[57.1 µM]
Cc1ccc(S(=O)(=O)N(C)C)cc1NS(=O)(=O)c1ccc(Cl)s1	2.7%	0.6%	-1.7%	4.9	0.4	-7.3%	0.4	3.9	-4.5%
Cc1cnc(C(=O)Nc2cc(S(=O)(=O)N3CCOCC3)ccc2N2CCN(C)CC2)cn1	-9.4%	2.3%	6.3%	1.7	0.3	2.5%	1.6	-2.2	-10.7%
Cc1cc(N2CCOCC2)nc(-c2ccc(Br)cc2)n1	12.0%	-20.4%	4.0%	-8.6	-0.4	2.0%	0.3	-12.0	4.3%
Cc1cc(C(=O)NNC(=O)Nc2ccccc2)no1	-3.7%[57.1 µM]	-10.7%	-2.5%	16.1	0.6	-1.1%	0.7	-7.9	2.8%[57.1 µM]
Cc1cnc2ncc3sccc3c2c1	-1.0%	-12.5%	0.0%	-8.4	-0.5	-7.5%	-0.1	-8.5	3.7%
CCc1ccc(C2=NN(CCC(=O)NC3CC3)C(=O)CC2)cc1	.	.	.	-0.7	0.0	.	-0.4	8.6	.
CC(C)(C)C1CCc2c(sc(N)c2C(N)=O)C1 (stereo unspecified)	-6.9%	-24.4%	1.3%	1.4	-0.3	19.7%	0.7	-19.6	1.2%
Cc1ccc(S(=O)(=O)/C(=C\N(C)C)c2cnc(Cl)s2)cc1	16.7%[57.1 µM]	-13.9%	-2.9%	-7.7	-0.6	-2.2%	.	.	-4.6%[57.1 µM]
Cc1ccc(C(=O)Oc2ccc(/C=N/NC(N)=O)cc2)cc1	15.5%	-12.2%	5.2%	0.7	0.2	7.4%	0.2	-5.3	4.7%
Cc1nn2c(-c3ccccn3)ccnc2c1Br	14.1%	-16.7%	0.0%	0.3	-0.1	-5.2%	0.6	-0.4	6.7%
COCCNC(=O)Cn1ncc2ccsc2c1=O	12.1%[57.1 µM]	-8.9%	-1.9%	1.5	0.3	2.0%	0.7	6.3	2.0%[57.1 µM]
Oc1ccccc1Nc1nc(-c2ccccc2O)nc2ccccc12	11.0%	2.4%	-0.6%	-11.4	3.2	9.6%	3.4	-16.8	5.2%
COc1ccc(OC)c(-c2csc(NC(=O)c3ccc(OCC4CCCO4)cc3)n2)c1 (stereo unspecified)	20.3%	-10.1%	12.4%	-2.0	-0.5	3.7%	.	.	6.1%
O=C(NCc1ccc2c(c1)OCO2)c1cccc(S(=O)(=O)N2CCCC2)c1	3.8%	-2.8%	-2.2%	-0.9	0.1	3.6%	0.5	-1.0	-0.9%
COc1ccc(C(=O)Nn2c(SCC(=O)c3ccccc3)nc3ccccc3c2=O)cc1	-11.6%	-12.3%	5.5%	13.8	0.3	-0.8%	-0.1	6.6	-11.0%
Cn1c(=O)c2nc(Cl)c(-c3ccccc3)nc2n(C)c1=O	?	-12.2%	3.3%	-2.6	0.1	19.6%	-0.3	24.2	82.3%[activator]
CCc1c(C)c2ccc(OCC(=O)OC)cc2oc1=O	0.2%	-7.2%	4.0%	-1.5	-0.3	1.0%	1.9	-14.8	125.1%[activator]
CCN(CC)c1ccc(C(=O)OCC(=O)NCC2CCCO2)cc1 (stereo unspecified)	5.8%	-11.0%	3.2%	1.1	0.2	-2.7%	-0.4	-2.5	-2.0%
CCCCC(=O)Nc1ccc(C(=O)NNC(=O)c2cccs2)cc1	2.9%[57.1 µM]	-4.3%	2.7%	3.1	0.4	-2.1%	0.8	-11.7	2.8%[57.1 µM]
O=S(=O)(c1ccccc1)c1nc(-c2ccco2)oc1NCCN1CCOCC1	-20.9%	-13.1%	2.1%	13.1	0.1	-4.3%	0.8	-12.9	-3.7%
CCO[C@@H]1OC(C(N)=O)=C[C@H](c2coc3ccccc3c2=O)[C@H]1CCCO	1.6%	-33.6%	17.1%	-2.6	0.0	1.0%	-1.4	9.3	0.6%
CC(=O)Nc1ccc(NC(=O)C2CC(=O)N(Cc3ccccc3)C2)cc1 (stereo unspecified)	6.2%	-5.3%	6.2%	-0.2	0.2	1.4%	0.3	5.0	1.9%
COc1cc(OC)cc(C(=O)NC(=S)NNC(=O)c2cnccn2)c1	?	-18.5%	2.8%	-4.0	-1.8	2.3%	-1.1	3.5	-1.9%
Cn1cccc1C(=O)NC1CCCCCC1	26.4%	-11.2%	-3.4%	17.9	-0.3	-0.3%	-0.6	3.7	2.3%
COc1ccccc1-c1nc(C(F)(F)F)c(OC)o1	9.1%[57.1 µM]	-18.9%	-8.7%	3.3	-0.4	0.8%	0.7	21.4	7.9%[57.1 µM]
CCOC(=O)N(NC(=O)C(O)(c1ccccc1)c1ccccc1)c1ccccc1	-11.9%	-5.3%	1.7%	3.1	0.0	3.8%	0.8	-17.6	-12.4%
CCOc1ccc(C(=O)Nc2c(C(N)=O)oc3ccccc23)cc1	12.0%[57.1 µM]	-8.6%	4.4%	-12.1	-0.3	-0.2%	0.2	4.0	5.1%[57.1 µM]

In a second layout: 2 of the compounds above
The line under a structure holds: rTrxR1 inhibitor | USP1-UAF1 inh | IDH1 R132H inh | TRHR PAM | TRHR agonist | Pin1 inhibitor | D2 agonist | D2 antag | TrxR1 substrate
- Cn1c(=O)c2nc(Cl)c(-c3ccccc3)nc2n(C)c1=O
→ ? | -12.2% | 3.3% | -2.6 | 0.1 | 19.6% | -0.3 | 24.2 | 82.3%[activator]
- O=S(=O)(c1ccccc1)c1nc(-c2ccco2)oc1NCCN1CCOCC1
→ -20.9% | -13.1% | 2.1% | 13.1 | 0.1 | -4.3% | 0.8 | -12.9 | -3.7%

(further entries)
SMILES	rTrxR1 inhibitor	USP1-UAF1 inh	IDH1 R132H inh	TRHR PAM	TRHR agonist	Pin1 inhibitor	D2 agonist	D2 antag	TrxR1 substrate
O=C(NCC1CCCO1)c1ccccc1OCc1ccc(F)cc1 (stereo unspecified)	13.7%	-20.9%	3.3%	-6.0	-1.3	-1.6%	0.3	-2.0	-1.4%
Cc1ccc(C)c(NC(=O)CSc2nnc(C)n3c2cc2occc23)c1	7.5%	-11.8%	2.5%	-2.5	-0.2	67.4%[activator]	-0.4	.	1.4%
COc1cc(CN2CCNC(=O)C2CC(=O)NC2CCC2)cc(OC)c1 (stereo unspecified)	10.3%	-10.6%	-3.9%	2.0	0.1	6.4%	-0.1	2.3	2.5%
O=S(=O)(c1ccccc1)N1CCC(O)(CN2CCN(c3ccccc3)CC2)CC1	7.1%	-20.7%	9.5%	1.9	2.1	-6.8%	21.1	-12.7	-3.9%
CS(=O)(=O)N1CCC(C(=O)NCCN2CCN(Cc3ccccc3)CC2)CC1	9.9%	-8.4%	-4.6%	7.4	0.9	-9.2%	6.5	-16.4	10.5%
COc1ccc(NS(=O)(=O)c2cc(NC(=O)c3ccc(=O)[nH]n3)ccc2C)cc1	2.0%	-11.2%	-13.5%	-0.6	-0.1	3.7%	0.3	-0.8	-8.2%
CSc1nnc(-c2ccc(NC(N)=S)cc2)o1	0.2%	-14.3%	-15.6%	0.2	0.0	1.0%	.	.	-2.3%
CC(=O)NCC(=O)OCC(=O)c1ccccc1	19.3%	-12.2%	1.8%	0.8	0.6	-2.2%	-0.1	7.5	9.4%
c1ccc2c(c1)[nH]c1c(N3CCSCC3)ncnc12	19.7%	-11.5%	2.2%	1.8	-0.2	-4.1%	-0.4	1.8	14.3%
CCOC(=O)/C(C#N)=C(/C)c1ccc(OC)cc1	-2.9%	-10.6%	8.5%	-2.2	0.5	0.8%	0.5	3.1	-1.7%
COc1ccc(C2NN=C(c3ccc(C)cc3)S2)cc1 (stereo unspecified)	5.5%[57.1 µM]	-24.8%	-7.6%	15.3	0.8	7.3%	0.4	-20.0	2.6%[57.1 µM]
COCc1ccc(-c2c(-c3ccsc3)sc3ccccc23)cc1	-30.9%[57.1 µM]	-25.0%	-6.8%	0.2	0.3	-1.4%	0.9	-4.4	0.0%[57.1 µM]
Cc1cc(C)c2nc(SCC(=O)NCC3CCCO3)c(C#N)cc2c1 (stereo unspecified)	12.8%	?	-0.3%	-11.0	-0.4	?	-0.4	9.5	2.4%
COc1cc(C2Nc3ccccc3C(=O)N2NS(C)(=O)=O)ccc1O (stereo unspecified)	3.8%	-5.3%	5.0%	2.3	0.3	-1.9%	0.0	-14.9	14.7%

Only part of the results is shown (hit frequency here may not be typical).
